Screening data from PubChem BioAssay.
SUMO1 PPI mod = alters human SUMO1 binding to SIM partners; inhibition, % at 20 µM; actives 0.33% (n = 360,000); SUMO1 binding to a labelled peptide, TR-FRET, 1 h; P63165; in the data active = inhibition above about 37%
Target sequence (P63165 whole entry, looked up): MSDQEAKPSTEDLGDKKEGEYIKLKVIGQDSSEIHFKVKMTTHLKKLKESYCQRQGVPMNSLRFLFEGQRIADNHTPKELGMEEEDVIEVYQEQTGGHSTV
Tb MetRS inh = Trypanosoma brucei MetRS inhibition; purified T. brucei MetRS, ATP depletion, Kinase-Glo luminescence; inhibition, % at 11.9 µM; actives 0.4% (n = 360,000); AID 624268;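 active = inhibition above a per-plate cutoff of the control wells' mean inhibition plus 3 SD, cut at about 5.5% in these data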;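 note: 0% = DMSO wells median and 100% = median of wells with control inhibitor compound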
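technique = Kinase-Glo luminescence, ATP depletion format | system = purified MetRS (methionyl-tRNA synthetase) enzyme from Trypanosoma brucei | timing = 15 min preincubation, 2 h reaction, all 25 °C | evaluation = percent inhibition versus plate control medians | dosing = single dose, 11.9 µM final nominal, 0.9% final DMSO | also added = substrates ATP, L-methionine and bulk Escherichia coli tRNA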
CendR NRP1 mod = modulators of CendR peptide binding to human neuropilin-1. FAM-RPARPAR peptide binding to NRP-1, fluorescence polarization. inhibition, % at 25 µM. actives 0.85% (n = 360,000). AID 602438;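 active = inhibition or corrected inhibition above about 18%, plus a signal ratio from 0.5 to 1.5, limit read from the data, passing the limit was not always enough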; note: strong numbers were not always called active
DNMT1 block = DNMT1 (human) enzyme inhibition. DNMT1 molecular beacon, Hinp1I cleavage, fluorescence. inhibition (reported as % activation of signal), % at 10 µM. actives 0.83% (n = 360,000). AID 588458; in the data active = inhibition above about 50%
eLon inh = inhibitors of E. coli Lon protease. purified E. coli Lon protease, fluorescence polarization. inhibition, % at 7.94 µM. P0A9M0. actives 0.42% (n = 360,000); in the data active = inhibition above about 13%, passing the limit was not always enough;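 note: 0% = enzyme with probe and DMSO and 100% = no enzyme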
MsrA act = activators of bovine methionine sulfoxide reductase A | AID 602163 | purified bovine MsrA, absorbance read-out | actives 0.3% (n = 360,000) | activation, % at 10.6 µM; in the data active = activation above about 7.5%;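 note: 0% = vehicle and 100% = reference activator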
STEP inh = inhibitors of human striatal-enriched phosphatase STEP; recombinant STEP, OMFP fluorogenic substrate, fluorescence; inhibition, % at 20 µM; actives 0.25% (n = 360,000);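 active = inhibition at 20 µM, scaled per plate between control wells, above about 37%, limit read from the data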;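 note: 0% = DMSO with enzyme and substrate and 100% = substrate only without enzyme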
Target sequence (P54829 whole entry, looked up): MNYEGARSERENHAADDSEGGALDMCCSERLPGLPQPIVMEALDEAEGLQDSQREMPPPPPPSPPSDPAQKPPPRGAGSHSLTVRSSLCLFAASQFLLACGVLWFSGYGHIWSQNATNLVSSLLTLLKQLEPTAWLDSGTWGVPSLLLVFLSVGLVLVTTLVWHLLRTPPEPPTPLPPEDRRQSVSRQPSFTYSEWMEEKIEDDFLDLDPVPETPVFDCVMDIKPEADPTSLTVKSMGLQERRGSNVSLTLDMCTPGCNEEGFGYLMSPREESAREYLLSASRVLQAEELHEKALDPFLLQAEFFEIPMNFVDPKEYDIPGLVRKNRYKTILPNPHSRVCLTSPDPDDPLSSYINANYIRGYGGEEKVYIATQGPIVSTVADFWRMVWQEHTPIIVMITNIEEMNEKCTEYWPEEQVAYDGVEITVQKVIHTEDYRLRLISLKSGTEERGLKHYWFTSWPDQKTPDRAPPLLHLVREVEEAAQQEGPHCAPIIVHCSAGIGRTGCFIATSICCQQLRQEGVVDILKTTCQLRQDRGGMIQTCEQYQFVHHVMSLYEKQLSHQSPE
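Assay system: isolated STEP enzyme / Timing: 20 min at room temperature, dark / Doses: 20 µM, 1% DMSO / Technique: fluorescence intensity, excitation 480 nm, emission 540 nm / Reagent: fluorogenic phosphatase substrate OMFP at 25 µM final / Measure: percent inhibition scaled to no-enzyme and uninhibited-enzyme controls, plate-pattern corrected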
Scp-1 inhibitor = blocks human Scp-1 phosphatase activity | Recombinant Scp1, phosphopeptide, malachite green phosphate absorbance | actives 0.88% (n = 340,000) | inhibition, % at 20 µM | AID 493091 | Q9GZU7;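 active = inhibition above about 50% at 20 µM, limit read from the data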;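 note: plate controls were DMSO wells with enzyme for no effect and wells lacking enzyme for full effect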
Target sequence (Q9GZU7 76-261 limits assumed): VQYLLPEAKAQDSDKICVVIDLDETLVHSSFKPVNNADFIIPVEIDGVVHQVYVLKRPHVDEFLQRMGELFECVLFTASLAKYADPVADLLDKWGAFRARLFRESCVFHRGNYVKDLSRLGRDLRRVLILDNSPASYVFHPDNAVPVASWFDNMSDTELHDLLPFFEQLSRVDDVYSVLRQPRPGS
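Times: enzyme reaction 45 min at room temperature, colour 5 min, stabilisation 30 min. Material: SCP-1 catalytic fragment, aa 76-261. Medium: Acidic Tris acetate buffer with magnesium and detergent. Signal: colorimetric free-phosphate detection, absorbance 630 nm. Read-out basis: % inhibition of SCP-1 phosphate liberation. Reagent: Phosphorylated 17-residue peptide substrate.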
MsrA inh = inhibitors of bovine MsrA; purified bovine MsrA, absorbance read-out; actives 0.75% (n = 360,000); inhibition, % at 15.5 µM; AID 651718; in the data active = inhibition above about 4.5%;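 note: 0% = vehicle wells with enzyme and 100% = reference inhibitor wells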
LMPTP inh = LMPTP (human) inhibition; P24666; recombinant LMPTP-A, OMFP fluorogenic substrate, fluorescence intensity; inhibition, % at 20 µM; actives 0.22% (n = 360,000); AID 651560;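 active = compounds that cut the enzyme signal by at least half of the control window in the single-dose screen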;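 note: plate controls were DMSO wells with enzyme plus substrate for no effect and substrate without enzyme for full effect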
Target sequence (P24666 whole entry, looked up): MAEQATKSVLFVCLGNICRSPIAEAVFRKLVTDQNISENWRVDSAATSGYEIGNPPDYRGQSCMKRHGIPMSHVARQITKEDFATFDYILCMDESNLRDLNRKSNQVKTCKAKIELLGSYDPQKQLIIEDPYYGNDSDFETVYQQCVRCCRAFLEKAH
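Test system – LMPTP-A enzyme · Amount – LMPTP-A at 0.625 nM final in the reaction · Buffer or medium – Bis-Tris pH 6.0, DTT, detergent · Reagent – OMFP 400 µM · Doses – single 20 µM dose · Schedule – reaction 50 min, room temperature, dark · Detection – fluorescence intensity of OMFP turnover product · Evaluation – percent inhibition versus substrate-only and uninhibited controls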
The depositor's hits bear a star; nt = no result given.

Each structure is followed by: SUMO1 PPI mod	Tb MetRS inh	CendR NRP1 mod	DNMT1 block	eLon inh	MsrA act	STEP inh	Scp-1 inhibitor	MsrA inh	LMPTP inh
1	CCN(C(=O)c1ccc(NC(=O)C2CCCCC2C(=O)O)cc1)c1ccccc1 (stereo not drawn)
 : 6	0.1	0	0	-10	-2	-1	nt	0.0	-3.0
2	Cc1c(Cl)cccc1NC(=O)CSc1ncnc2c1cnn2CCc1ccccc1
 : 0	-0.1	-4	9	10	0	-1	-15	0.7	0.9
3	CCC(=O)NNC(=O)CCC(=O)Nc1ccc(C)cc1C
 : 1	-0.7	2	2	-4	-4	-4	-11	0.3	-0.3
4	O=C(COC(=O)c1ccc(O)cc1O)NNC(=O)c1cccs1
 : 8	-0.1	2	1	11	-2	4	-8	0.0	-2.3
5	O=C(COC(=O)C12CC3CC(CC(Br)(C3)C1)C2)Nc1ccc2[nH]c(=O)[nH]c2c1
 : 32	0.1	5	0	-3	-1	0	-3	-0.8	1.7
6	O=C(c1ccc(COc2ccccc2Cl)o1)N1N=C(C(F)F)CC1(O)C(F)F (stereo not drawn)
 : 7	-0.7	1	-14	5	-1	-1	-11	0.2	0.8
7	COc1ccc(NC(=S)N2CCC(C(=O)c3ccc(F)cc3)CC2)c(OC)c1
 : 2	-1.1	-6	-3	-1	-7	2	0	1.2	0.4
8	COC(=O)c1ccc(NS(=O)(=O)c2ccc(OC)cc2)cc1
 : -3	-0.7	12	-4	-4	-4	-3	-3	0.5	0.3
9	Cc1cc(NC(=O)COC(=O)c2cc(S(=O)(=O)N(C)c3ccccc3)ccc2Cl)no1
 : 0	-1.0	-20	-4	0	-5	-2	-4	-0.5	-1.2
10	Clc1ccccc1SCc1nc2ccccc2[nH]1
 : -1	7.7*	4	-7	3	-2	2	-9	-1.6	0.6
11	CC1CN(CCCCOc2ccc(F)cc2)CC(C)O1 (stereo not drawn)
 : -1	-0.6	-16	2	6	-5	-1	-3	0.0	-1.7
12	NC(=O)C1CCN(c2nc(-c3ccccc3F)cs2)CC1
 : 1	-0.4	25*	3	-7	0	-2	-3	-0.5	0.6
13	CC(=O)c1ccc(NC(=O)C2CCCNC2=O)cc1 (stereo not drawn)
 : -26	0.0	0	-16	-6	0	2	-6	0.7	0.4
14	Nc1ccc(N=Nc2ccc(N)cc2)cc1
 : -32	-0.6	-31	-3	-16	-3	-1	-3	2.5	4.3
15	O=C(Nc1ccc2c(c1)OCO2)NC1(C(F)(F)F)Oc2ccccc2O1
 : 0	0.2	-8	-9	1	-2	2	-13	1.6	0.5
16	COc1cc(C2SCC(=O)N2Cc2ccccc2)cc(OC)c1OC (stereo not drawn)
 : 1	0.1	-1	6	-8	0	1	-8	0.9	-0.4
17	C[C@H]1CN([C@@H](C)CO)C(=O)c2cc(NC(=O)C3CCCCC3)ccc2O[C@H]1CN(C)S(=O)(=O)c1ccccc1
 : 1	0.0	-4	7	-4	-2	-4	-6	-0.7	-1.2
18	Fc1ccc(-c2cnc3n2CCCCC3)cc1
 : 1	-0.8	0	0	0	-7	-3	-12	-0.9	-2.1
19	C[C@@H]1CN([C@@H](C)CO)C(=O)c2cccc(NC(=O)c3ccncc3)c2O[C@@H]1CN(C)Cc1ccc(-c2ccccc2)cc1
 : -3	-0.5	9	-3	-9	-1	-1	16	0.6	0.5
20	CCCCn1nnnc1C1(C)CCC(=O)N1CCCN1CCOCC1 (stereo not drawn)
 : 6	-0.2	-15	nt	-4	0	nt	nt	-0.2	-2.8
21	Cc1ccc(S(=O)(=O)N(Cc2ccccc2F)C(=O)N2CCN(C)CC2)cc1
 : -1	-0.4	-3	0	-4	-1	2	-7	1.2	-1.3
22	Cc1ccc(-c2nc3ncccn3c2NC2CCCC2)o1
 : 0	-2.5	4	-1	0	-10	-4	1	2.3	-1.8
23	Cc1nn(Cc2ccc(Cl)cc2)c2sc(C(=O)OCC(N)=O)cc12
 : -1	-0.4	-1	-1	-12	-4	-2	12	-0.1	-1.2
24	Cc1cccc(C)c1NC(=O)CSc1nc2ccccc2c(=O)[nH]1
 : 2	-0.4	-7	1	13	1	2	-5	0.0	-0.7
25	CCOC(=O)c1c(/N=C/C2C(=O)CCCC2=O)sc(C)c1C
 : -8	0.8	-7	2	-1	3	1	-2	0.3	-0.4
26	COc1ccc(NC(=O)/C(=C/c2ccc3c(c2)OCO3)NC(C)=O)cc1
 : -7	-0.3	-2	-1	1	-3	-1	-2	5.0*	-0.4
27	O=C(COc1ccc(Cl)cc1)NCCC1=CCCCC1
 : 1	-0.7	-8	2	2	-2	-2	-3	0.0	0.7
28	Cc1[nH]c2ccccc2c1C(=O)CN1CCC(C(N)=O)(N2CCCCC2)CC1
 : 2	0.3	2	-2	-9	-8	-3	3	0.4	0.7
29	CC(O)[C@H]1CNC(=O)C(=O)N1CCCCC1CCCCC1 (stereo partly drawn)
 : 3	-0.1	1	8	-8	0	0	2	-0.7	-1.4
30	O=C(/C=C/c1ccccc1)c1ccoc1
 : -2	-0.4	16	10	-12	-1	1	4	0.2	-2.9

An excerpt from above in order of the CendR NRP1 mod value, descending.
Each structure is followed by: SUMO1 PPI mod	Tb MetRS inh	CendR NRP1 mod	DNMT1 block	eLon inh	MsrA act	STEP inh	Scp-1 inhibitor	MsrA inh	LMPTP inh
8	COC(=O)c1ccc(NS(=O)(=O)c2ccc(OC)cc2)cc1
 : -3	-0.7	12	-4	-4	-4	-3	-3	0.5	0.3
22	Cc1ccc(-c2nc3ncccn3c2NC2CCCC2)o1
 : 0	-2.5	4	-1	0	-10	-4	1	2.3	-1.8
13	CC(=O)c1ccc(NC(=O)C2CCCNC2=O)cc1 (stereo not drawn)
 : -26	0.0	0	-16	-6	0	2	-6	0.7	0.4

(next part)
Each structure is followed by: SUMO1 PPI mod	Tb MetRS inh	CendR NRP1 mod	DNMT1 block	eLon inh	MsrA act	STEP inh	Scp-1 inhibitor	MsrA inh	LMPTP inh
31	Oc1ccc(-c2csc(NCc3ccco3)n2)cc1
 : -5	-0.7	-72	-9	1	-2	-3	-1	0.0	-0.3
32	Cc1ccccc1C(=O)N1CCc2cc(-c3nc(NC(=O)Cc4ccc5c(c4)OCO5)sc3C)ccc21
 : -23	0.3	-12	-10	6	-2	0	6	nt	2.5
33	Cc1ccc(C(=O)N/N=C2\CCSC2)cc1[N+](=O)[O-]
 : -3	-0.2	1	1	-4	-2	1	-8	-0.5	-2.4
34	CC(C)c1nc2sc3ccccc3c(=O)c2c(=O)n1Cc1ccccc1
 : 6	-0.3	-2	3	5	-12	-2	-3	0.4	0.7
35	CC1=NN(c2ccccc2)C(=O)C1C(=O)c1ccc(Cl)cc1 (stereo not drawn)
 : 1	-0.8	-3	-8	0	-1	-1	-14	0.4	-0.6
36	COc1cccc(NC(=O)c2ccc(S(=O)(=O)N3CCCC3)cc2)c1
 : 1	-0.5	2	-1	-2	-9	-1	4	1.4	-0.2
37	CCCc1c(C(=O)N/N=C/c2ccco2)nnn1-c1nonc1N
 : 4	-0.3	5	2	-8	-2	1	4	-0.3	-0.4
38	CCn1nc(C)c(/C=N/NC(=O)c2ccc3c(c2)c(C)c(C)n3Cc2ccccc2)c1C
 : 5	-0.7	7	-12	5	0	3	22	0.9	6.2
39	CC(=O)c1ccc(NC(=O)CSc2ccc3nnc(-c4ccccn4)n3n2)cc1
 : 10	-0.1	0	-2	-6	-2	-2	-2	-0.9	5.1
40	C[C@H](CO)N1C[C@H](C)[C@@H](CN(C)C(=O)C2CC2)OCc2cnnn2CCCC1=O
 : 4	1.9	8	1	-2	0	0	nt	-0.1	-0.4
41	COc1ccccc1NC(=O)CN(c1ccccc1OC)S(=O)(=O)c1ccccc1
 : -2	-0.2	3	0	-5	-1	5	-5	1.4	-0.6
42	CCC(C(=O)NCCC1=CCCCC1)c1ccccc1 (stereo not drawn)
 : -1	-1.0	-1	6	-3	-10	0	0	0.3	-0.8
43	COc1cc(C(=O)N2C(=O)CCC2=O)cc(OC)c1OC
 : -4	0.2	2	3	7	0	-4	-3	-0.9	-1.5
44	Cn1c(CCC(=O)Nc2ccccc2F)nnc1SCC(=O)Nc1ccccc1Cl
 : 2	0.1	-4	0	-5	-2	-3	-7	0.0	-1.5
45	COc1cccc(-c2cc(C(F)(F)F)nc(-n3cncn3)n2)c1
 : -3	-0.2	11	-4	-2	-5	0	-8	0.9	-2.0
46	Cc1ccc(Cc2c(-c3ccco3)nc3c4ccccc4ccn23)cc1
 : 10	-1.0	-36	-8	-13	-3	2	nt	0.9	7.1
47	CC(Sc1nc(N)cc(=O)[nH]1)C(=O)NNC(=O)c1cccc(Cl)c1 (stereo not drawn)
 : -5	-0.2	-3	3	-1	1	-2	-5	0.7	-2.5
48	O=S(=O)(/N=C(\c1ccccc1)N1CCOCC1)c1ccc(Cl)cc1
 : 1	0.5	-17	-1	6	-5	0	3	-0.8	-0.7
49	Cc1csc(NC(=O)Cn2nc(C)c([N+](=O)[O-])c2C)n1
 : -3	0.2	6	-6	1	-3	-2	6	-0.1	0.5
50	COc1ccccc1-n1c(=O)c2c3c(sc2n2c(SC)nnc12)CCC3
 : 2	-0.8	0	0	-4	0	1	-3	-0.2	4.8

Of the compounds above, these have fluorine:
Each structure is followed by: SUMO1 PPI mod	Tb MetRS inh	CendR NRP1 mod	DNMT1 block	eLon inh	MsrA act	STEP inh	Scp-1 inhibitor	MsrA inh	LMPTP inh
6	O=C(c1ccc(COc2ccccc2Cl)o1)N1N=C(C(F)F)CC1(O)C(F)F (stereo not drawn)
 : 7	-0.7	1	-14	5	-1	-1	-11	0.2	0.8
7	COc1ccc(NC(=S)N2CCC(C(=O)c3ccc(F)cc3)CC2)c(OC)c1
 : 2	-1.1	-6	-3	-1	-7	2	0	1.2	0.4
11	CC1CN(CCCCOc2ccc(F)cc2)CC(C)O1 (stereo not drawn)
 : -1	-0.6	-16	2	6	-5	-1	-3	0.0	-1.7
12	NC(=O)C1CCN(c2nc(-c3ccccc3F)cs2)CC1
 : 1	-0.4	25*	3	-7	0	-2	-3	-0.5	0.6
15	O=C(Nc1ccc2c(c1)OCO2)NC1(C(F)(F)F)Oc2ccccc2O1
 : 0	0.2	-8	-9	1	-2	2	-13	1.6	0.5
18	Fc1ccc(-c2cnc3n2CCCCC3)cc1
 : 1	-0.8	0	0	0	-7	-3	-12	-0.9	-2.1
21	Cc1ccc(S(=O)(=O)N(Cc2ccccc2F)C(=O)N2CCN(C)CC2)cc1
 : -1	-0.4	-3	0	-4	-1	2	-7	1.2	-1.3
44	Cn1c(CCC(=O)Nc2ccccc2F)nnc1SCC(=O)Nc1ccccc1Cl
 : 2	0.1	-4	0	-5	-2	-3	-7	0.0	-1.5
45	COc1cccc(-c2cc(C(F)(F)F)nc(-n3cncn3)n2)c1
 : -3	-0.2	11	-4	-2	-5	0	-8	0.9	-2.0
